Pol kappa inh: qHTS for Inhibitors of Polymerase Kappa. purified Pol kappa, fluorescent DNA synthesis assay, 10 min. Potency, µM (highest dose often 107 µM), for inactives: at the top dose activity, negative = inhibition, hits mostly inhibitors. 400,000 compounds, 0.53% hits. AID 588579, 2011; further: on the % scale 0 is the no-effect control and ±100 the full control effect
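Enzyme at 10 nM met test compounds for 15 min at room temperature. Substrate addition (50 nM final) began the reaction, which was monitored by fluorescence at 0 and 10 min.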
Pol beta inh: qHTS Assay for Inhibitors of DNA Polymerase Beta. P06746. Pol beta primer extension/strand displacement, fluorescence kinetic. Potency, µM (series often up to 114 µM), inactives show top-dose activity change, negative = inhibition, hits mostly inhibitors. 340,000 compounds, 1.3% hits. AID 485314, 2010; further: on the % scale 0 is the no-effect control and ±100 the full control effect
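Homogeneous kinetic assay of primer extension and strand displacement by 10 nM Pol beta, preincubated 15 min at room temperature with compound before 50 nM substrate (final) was added. Read at 0 and 10 min; four-parameter Hill fit.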
BAZ2B block: qHTS Assay for Inhibitors of BAZ2B; AlphaScreen BAZ2B-H3K14Ac peptide displacement; Potency, µM (titrated, usually from 114 µM), inactives show top-dose activity change, negative = inhibition, actives largely listed as inhibitors; 360,000 compounds, 4.4% hits; further: on the % scale 0 is the no-effect control and ±100 the full control effect; nearly all actives have a fitted effect of over 60% in size
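AlphaScreen displacement of biotin-H3(5-23)K14Ac peptide (50 nM final) from BAZ2B (50 nM final) in PBS pH 7.4, 0.01% Tween-20; complex preformed 30 min RT, then compounds (top 110 uM) 30 min RT, beads 20 min dark.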
POLH inh: qHTS for Inhibitors of Polymerase Eta; 390,000 compounds, 1.2% hits; DNA polymerase eta (Homo sapiens), Q9Y253; Potency, µM (top dose mostly 114 µM), inactives show at the top dose activity change, negative = inhibition, actives largely listed as inhibitors; recombinant Pol eta, fluorescent DNA replication assay; further: on the % scale 0 is the no-effect control and ±100 the full control effect
Target sequence (Q9Y253 whole entry, looked up): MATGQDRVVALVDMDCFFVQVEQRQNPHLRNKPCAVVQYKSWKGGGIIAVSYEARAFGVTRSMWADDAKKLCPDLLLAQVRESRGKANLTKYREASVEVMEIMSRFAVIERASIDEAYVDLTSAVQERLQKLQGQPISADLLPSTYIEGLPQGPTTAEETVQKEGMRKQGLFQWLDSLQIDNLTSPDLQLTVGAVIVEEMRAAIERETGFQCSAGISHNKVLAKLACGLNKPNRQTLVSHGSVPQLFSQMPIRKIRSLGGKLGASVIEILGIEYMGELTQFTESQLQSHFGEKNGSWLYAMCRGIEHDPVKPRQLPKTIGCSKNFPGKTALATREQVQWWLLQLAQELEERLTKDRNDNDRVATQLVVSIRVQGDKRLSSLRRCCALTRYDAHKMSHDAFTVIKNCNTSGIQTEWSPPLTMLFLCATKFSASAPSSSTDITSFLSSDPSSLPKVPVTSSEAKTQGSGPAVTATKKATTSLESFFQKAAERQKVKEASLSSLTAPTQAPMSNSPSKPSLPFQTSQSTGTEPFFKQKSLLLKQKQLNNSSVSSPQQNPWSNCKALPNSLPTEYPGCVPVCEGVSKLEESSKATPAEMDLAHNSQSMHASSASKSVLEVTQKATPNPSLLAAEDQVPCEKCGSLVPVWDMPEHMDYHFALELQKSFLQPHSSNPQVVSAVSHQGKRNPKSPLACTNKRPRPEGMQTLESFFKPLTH
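Pol eta at 10 nM preincubated with compounds 15 min at room temperature; reaction started with fluorescent substrate (50 nM final) and read kinetically at 0 and 10 min.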
BLM inh: qHTS Assay for Inhibitors of Bloom's syndrome helicase (BLM); RecQ-like DNA helicase BLM (Homo sapiens), P54132; recombinant BLM DNA unwinding, fluorescence dequenching; Potency, µM (doses to about 56.1 µM), for inactives: at the highest dose activity change, negative = inhibition, actives largely listed as inhibitors; 350,000 compounds, 0.2% hits; AID 2528, 2010;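 further: plate controls were vehicle for no effect and no enzyme for full effect; nearly all actives have a fitted effect of over 35% in size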
G9a inh: qHTS Assay for Inhibitors of Histone Lysine Methyltransferase G9a; Histone-lysine N-methyltransferase EHMT2 (Homo sapiens), Q96KQ7; G9a H3K9 monomethylation, AlphaScreen, 2 h; Potency, µM (doses to about 102 µM), without a hit: at the top dose activity, negative = inhibition, usual class: inhibitors; 350,000 compounds, 8.8% hits; AID 504332, 2011; further: on the % scale 0 is the no-effect control and ±100 the full control effect; nearly all actives have a fitted effect of over 75% in size
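AlphaScreen detection with an anti-monomethyl H3K9 antibody quantified product after a 2 h room-temperature reaction containing 500 nM biotinylated H3K9 peptide, 20 µM SAM and 20 nM enzyme, which had been preincubated 15 min with compound.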
Pol iota inh: qHTS for Inhibitors of Polymerase Iota. AID 588590, 2011. 390,000 compounds, 1% hits. Potency, µM (top dose mostly 115 µM), for inactives: at the top dose activity, negative = inhibition, usual class: inhibitors. Pol iota fluorescent replication assay, 10 min. DNA polymerase iota (Homo sapiens), Q9UNA4
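Pol iota at 10 nM preincubated 15 min with compounds at room temperature; reaction started with fluorescent substrate, 50 nM final. Fluorescence read kinetically at 0 and 10 min; buffer-only wells as negative control.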
JMJD2A Tudor inh: qHTS Assay for Inhibitors of JMJD2A-Tudor Domain; Potency, µM (series often up to 114 µM), inactives show at the top dose activity change, negative = inhibition, usual class: inhibitors; Lysine-specific demethylase 4A (Homo sapiens), O75164; 390,000 compounds, 4.4% hits; AlphaScreen JMJD2A-Tudor / H3K4me3 peptide binding; further: on the % scale 0 is the no-effect control and ±100 the full control effect; nearly all actives have a fitted effect of over 50% in size
APE1 inh: qHTS Assay for Inhibitors of the Human Apurinic/apyrimidinic Endonuclease 1 (APE1); DNA repair nuclease/redox regulator APEX1 (Homo sapiens), P27695; recombinant APE1, TAMRA/BHQ-2 abasic DNA cleavage fluorescence; Potency, µM (doses to about 65.8 µM), for the others: top-dose activity change, negative = inhibition, actives largely listed as inhibitors; 350,000 compounds, 0.35% hits; AID 2517, 2012;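 further: plate controls were vehicle for no effect and reference inhibitor for full effect; nearly all actives have a fitted effect of over 55% in size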
Target sequence (P27695 whole entry, looked up): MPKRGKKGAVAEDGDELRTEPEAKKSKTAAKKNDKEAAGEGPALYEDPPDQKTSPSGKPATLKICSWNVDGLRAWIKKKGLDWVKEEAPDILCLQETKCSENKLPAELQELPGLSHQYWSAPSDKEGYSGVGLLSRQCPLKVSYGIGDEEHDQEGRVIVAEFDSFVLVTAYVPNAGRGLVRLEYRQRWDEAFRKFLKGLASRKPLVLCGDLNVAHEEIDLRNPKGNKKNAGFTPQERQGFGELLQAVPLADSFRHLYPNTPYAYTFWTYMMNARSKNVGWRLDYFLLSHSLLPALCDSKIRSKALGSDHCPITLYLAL
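Measures dequenching upon AP-site incision of a 5'-TAMRA/3'-BHQ-2 THF-containing duplex, 50 nM; human APE1 0.75 nM after 15 min room-temperature exposure to compound; kinetic three-point read at one-minute spacing.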
* marks the source's active call; other numbers are inactive results; & = joins results of further samples; [ ] = another dose, or the depositor's remark. The call rests on the fitted dose curve; in most records, active means well fitted curve in the direction sought with a large enough effect; inconclusive means small, poorly fitted or top-dose-only effect, or another doubt; inactive means no such curve, though single readings can be large; an effect the other way counts as inactive or inconclusive. Potency means the concentration at half of the fitted maximal effect. An excerpt; the hit share may differ from the screen's.

`CCOC(=O)CSc1nnc(N)s1` gave Pol kappa inh 1%, Pol beta inh 34%, BAZ2B block -4%, POLH inh -4%, BLM inh -2%, G9a inh 18µM*, Pol iota inh -1%, JMJD2A Tudor inh 56µM* and APE1 inh -1%.
`C=CCn1c(SCC(=O)NCc2ccc3c(c2)OCO3)nnc1C1COc2ccccc2O1` (stereo not given) gave Pol kappa inh -7%, Pol beta inh -3%, BAZ2B block inconclusive, POLH inh -12%, BLM inh -3%, G9a inh -41%[59 µM], Pol iota inh -4%, JMJD2A Tudor inh -5% and APE1 inh -3%.
Screening COc1ccccc1NS(=O)(=O)c1ccc(NC(C)=O)cc1 returned Pol kappa inh -8%, Pol beta inh 15%, BAZ2B block 8%, POLH inh -15%, BLM inh 1%, G9a inh -1%[59 µM], Pol iota inh 19%, JMJD2A Tudor inh -7% and APE1 inh 13%.
Screening CCCCn1c2ccccc2c2nnc(SCC(=O)NC3=NN=C(c4ccccc4)CS3)nc21 returned Pol beta inh inconclusive, BAZ2B block -3%, BLM inh -12%, G9a inh 28µM* and APE1 inh 2%.
CCc1noc(C)c1C(=O)N1CCCC(N2CCN(c3ccc(F)cc3)CC2)C1 (stereo not given) was read as Pol kappa inh -5%, POLH inh -3%, Pol iota inh 10% and JMJD2A Tudor inh -11%.
For S=c1[nH]nc(-c2ccccn2)n1/N=C/c1ccc(-c2ccccc2Cl)o1 the results were Pol kappa inh -15%, Pol beta inh 22µM*, BAZ2B block 25µM*, POLH inh 1%, BLM inh -2%, G9a inh 1.1µM*, Pol iota inh 43%[activator], JMJD2A Tudor inh 28µM* and APE1 inh 9%.
For CSCc1ccc(C(=O)Nc2ccc(C(N)=O)cc2)cc1 the results were Pol kappa inh -4%, Pol beta inh 26%, BAZ2B block -4%, POLH inh -23%, BLM inh -2%, G9a inh 5%[12.7 µM], Pol iota inh 0%, JMJD2A Tudor inh -4% and APE1 inh -6%.
For COc1ccc(-c2ccc(F)cc2)cc1[C@H]1[C@H]2C=CC[C@@H](C)[C@@H]2C(=O)N1Cc1ccccc1 the results were Pol kappa inh 12%, Pol beta inh -2%, BAZ2B block -15%, POLH inh -18%, BLM inh -9%, G9a inh 0%[59 µM], Pol iota inh 16%, JMJD2A Tudor inh -21% and APE1 inh -6%.
`Cc1nc(NCc2ccco2)c2oc3ccccc3c2n1` gave Pol kappa inh -4%, Pol beta inh -1%, BAZ2B block inconclusive, POLH inh -17%, BLM inh -8%, G9a inh inconclusive, Pol iota inh 1%, JMJD2A Tudor inh -25% and APE1 inh -3%.
For Cc1cccc(C2c3[nH]c4ccccc4c3CCN2Cc2cccn2-c2ncccn2)c1 (stereo not given) the results were Pol kappa inh -11%, Pol beta inh -2%, BAZ2B block 32µM*, POLH inh -26%, BLM inh -11%, Pol iota inh 33%[activator], JMJD2A Tudor inh 50µM* and APE1 inh -8%.
`CC(=O)Nc1ccc(NC(=O)COC(=O)c2cnccn2)cc1` gave Pol kappa inh -11%, Pol beta inh -11%, BAZ2B block -14%, POLH inh -12%, BLM inh -6%, G9a inh -42%, Pol iota inh 14%, JMJD2A Tudor inh -14% and APE1 inh -4%.
Screening O=C(CCC(=O)Nc1ccccc1Cl)NNC(=O)NC1CCCCC1 returned Pol kappa inh -10%, Pol beta inh 0%, BAZ2B block -1%, POLH inh -4%, BLM inh -11%, G9a inh 26%, Pol iota inh -4%, JMJD2A Tudor inh -1% and APE1 inh -4%.
Cc1ccc(NS(=O)(=O)c2cccc(C(=O)NCC(c3ccco3)N3CCCCC3)c2)cc1 (stereo not given) was read as Pol kappa inh -22%, Pol beta inh 0%, BAZ2B block inconclusive, POLH inh -10%, BLM inh -4%, Pol iota inh inconclusive, JMJD2A Tudor inh -33% and APE1 inh 1%.
For O=C(Nc1ccc(S(=O)(=O)NC2=NCCCCC2)cc1)c1cc(F)c(F)cc1Cl the results were Pol kappa inh -23%, BAZ2B block -6%, POLH inh -14%, G9a inh inconclusive, Pol iota inh 29%, JMJD2A Tudor inh -21% and APE1 inh -5%.
For O=C(COc1ccc(S(=O)(=O)N2CCOCC2)cc1)Nc1ccc(Br)cc1 the results were Pol kappa inh 2%, POLH inh -18%, Pol iota inh -3%, JMJD2A Tudor inh -19% and APE1 inh 22%.
O=C(N=Nc1c(O)[nH]c2ccccc12)c1ccco1 was read as Pol kappa inh -11%, Pol beta inh -14%, BAZ2B block -15%, POLH inh -10%, BLM inh -7%, G9a inh 8%, Pol iota inh 14%, JMJD2A Tudor inh -8%[11.4 µM] and APE1 inh 4%.
Cc1cc(=O)[nH]c2c1cnn2Cc1ccccc1 was read as Pol kappa inh 0%, Pol beta inh -23%, BAZ2B block -5%, POLH inh -15%, BLM inh -3%, G9a inh 10%[12.7 µM], Pol iota inh -1%, JMJD2A Tudor inh -5% and APE1 inh 7%.
CC(OC(=O)/C=C/c1cccc(C(F)(F)F)c1)C(=O)NC1CCCCC1C (stereo not given) was read as Pol kappa inh -12%, BAZ2B block -8%, POLH inh -7%, G9a inh -27%, Pol iota inh 81%[activator], JMJD2A Tudor inh -25% and APE1 inh 6%.
`Cc1cc(NC(=O)CSCC(=O)N(C)Cc2cccc(Cl)c2)no1` gave Pol kappa inh -4%, BAZ2B block 14%, POLH inh 1%, G9a inh 12%[0.501 µM], Pol iota inh 12%, JMJD2A Tudor inh -4% and APE1 inh -3%.
For CSc1nc2nccc(-c3ccc(Cl)cc3)n2n1 the results were Pol kappa inh -1%, Pol beta inh 7%, BAZ2B block 4%, POLH inh -19%, BLM inh 1%, G9a inh 9%[59 µM], Pol iota inh -11%, JMJD2A Tudor inh 4% and APE1 inh 2%.
`CCOC(=O)N1CCC(N2C(=O)c3ccccc3C2Nc2cc(Cl)c(OC)cc2OC)CC1` (stereo not given) gave Pol kappa inh -18%, Pol beta inh 10%, BAZ2B block 45µM*, POLH inh -16%, BLM inh -6%, G9a inh 45µM*, Pol iota inh 45%[activator], JMJD2A Tudor inh inconclusive and APE1 inh -4%.
CCCC(=O)C1=C(c2cccc(OC)c2)N(C(=O)CCC)n2c(C)nnc2S1 was read as Pol kappa inh -1%[60.1 µM], Pol beta inh 5%, BAZ2B block 62%[activator], POLH inh -12%, BLM inh -6%, G9a inh 16%[59 µM], Pol iota inh 41%[activator] and JMJD2A Tudor inh 55%[activator].
CCN(CC(=O)NCc1cccs1)C(=O)/C=C/c1cc(Br)ccc1OC(F)F was read as Pol kappa inh -13%, BAZ2B block -3%, POLH inh -10%, G9a inh 5%[12.7 µM], Pol iota inh -15%, JMJD2A Tudor inh -7% and APE1 inh -12%.
Screening CC(C)Nc1nnc(SCC(=O)/C=C2\N(C)c3ccccc3C2(C)C)s1 returned Pol kappa inh -6%, Pol beta inh 3%, BAZ2B block inconclusive, POLH inh -15%, BLM inh 1%, G9a inh -11%[59 µM], Pol iota inh 6%, JMJD2A Tudor inh -15% and APE1 inh 6%.
Screening COc1cccc(NC(=O)CN(C)CC(=O)NCc2ccc(F)cc2)c1 returned Pol kappa inh 3%, POLH inh -13%, Pol iota inh 18%, JMJD2A Tudor inh -6% and APE1 inh 7%.
Screening Cc1ccc(C(=O)N/C(=C\c2cccs2)C(=O)NCC2CCCO2)cc1C (stereo not given) returned Pol kappa inh 3%, Pol beta inh 2%, BAZ2B block 3%, POLH inh -23%, BLM inh 5%, G9a inh 10%[59 µM], Pol iota inh 23%, JMJD2A Tudor inh 10% and APE1 inh 1%.
Cc1ccccc1CS(=O)(=O)Cc1ccc(C(=O)NCc2ccc(F)cc2)o1 was read as Pol kappa inh -4%[60.1 µM], Pol beta inh 1%, BAZ2B block 0%, POLH inh -16%, BLM inh -1%, G9a inh -4%[59 µM], Pol iota inh 18% and JMJD2A Tudor inh -9%.
For O=C1CCC(=O)N1OCCCCOc1ccccc1 the results were Pol kappa inh -9%, Pol beta inh 9%, BAZ2B block 6%, POLH inh -7%, BLM inh 1%, G9a inh 11%[59 µM], Pol iota inh 12%, JMJD2A Tudor inh 21% and APE1 inh 7%.
COc1ccccc1N1CCN(CCOc2c(OC)cccc2OC)CC1 was read as Pol kappa inh -5%, Pol beta inh 8%, BAZ2B block -12%, POLH inh -1%, BLM inh -1%, G9a inh 40µM*, Pol iota inh inconclusive, JMJD2A Tudor inh -2%[57.1 µM] and APE1 inh 15%.
Screening Cc1oc2cc3oc(=O)c(CC(=O)N4CCCCC4)c(C)c3cc2c1C returned Pol kappa inh -13%, Pol beta inh -2%, BAZ2B block -2%, POLH inh -20%, BLM inh 4%, G9a inh -6%[59 µM], Pol iota inh 8% and JMJD2A Tudor inh -17%.
`Cc1ccccc1NC(=O)C1CCN(S(=O)(=O)c2cccc3nonc23)CC1` gave Pol kappa inh -14%&-25%, Pol beta inh 6%&-16%, BAZ2B block 1%&-22%, POLH inh -12%&1%, BLM inh -1%&-7%, G9a inh -7%, Pol iota inh -18%&-9%, JMJD2A Tudor inh -8%&-11% and APE1 inh -13%.

Among those listed so far, 2 contain bromine:
For O=C(COc1ccc(S(=O)(=O)N2CCOCC2)cc1)Nc1ccc(Br)cc1 the results were Pol kappa inh 2%, POLH inh -18%, Pol iota inh -3%, JMJD2A Tudor inh -19% and APE1 inh 22%.
CCN(CC(=O)NCc1cccs1)C(=O)/C=C/c1cc(Br)ccc1OC(F)F was read as Pol kappa inh -13%, BAZ2B block -3%, POLH inh -10%, G9a inh 5%[12.7 µM], Pol iota inh -15%, JMJD2A Tudor inh -7% and APE1 inh -12%.

Assay outcomes: PubChem BioAssay, National Center for Advancing Translational Sciences (NCATS)
